Yeast superoxide = yeast age-related superoxide inhibition as caloric restriction mimetic; S. cerevisiae aged cells, superoxide DHE fluorescence; active compounds read low; superoxide response (% of plate mean), % at 10 µM; hit rate 0.18% among 330,000; AID 2690;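 active means superoxide response under a set limit, about three screen SD below normal, cut at about 65% in these data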;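 further: yeast aged for seven days with compound at 30 °C before DHE staining; 100% = average MFI of all compound-treated wells on the plate with controls excluded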
LAP4-GFP MLPCN = modulators of TOR pathway LAP4-GFP in S. cerevisiae; S. cerevisiae LAP4-GFP multiplex, flow cytometry GFP, 3 h; median GFP as percent of DMSO wells; GFP response vs DMSO, % at 10 µM; hit rate 0.34% among 320,000;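 active means GFP response vs DMSO above a set limit, about the screen mean plus 3 SD, cut at about 150% in these data; inconclusive means under 70 cell events counted for the yeast strain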
MEP2-GFP yeast = alters MEP2-GFP fluorescence in TOR pathway yeast screen | S. cerevisiae MEP2-GFP strain, flow cytometry GFP, 3 h; 100% = DMSO control level | GFP response vs DMSO, % at 10 µM | hit rate 0.51% among 330,000 | AID 2016;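 active means GFP response versus DMSO above a set limit, roughly screen mean plus 3 SD, cut at about 180% in these data; inconclusive means fewer than 70 cells counted for a yeast strain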;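 further: median GFP fluorescence of the barcode-gated MEP2-GFP cells per well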
RPL19A-GFP yeast = yeast TOR pathway RPL19A-GFP modulation | hit rate 0.3% among 330,000 | percent response vs DMSO, % at 10 µM | S. cerevisiae RPL19A-GFP strain, flow cytometry, 3 h; active compounds read low | AID 2025;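 active means percent response vs DMSO below 50%; inconclusive means fewer than 70 events counted for the yeast strain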;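 further: median channel GFP fluorescence of the barcoded RPL19A-GFP strain; ratio of sample median GFP to plate DMSO average so 100% = DMSO; lower means less RPL19A-GFP as with rapamycin TOR inhibition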
procasp3 activ = activates human procaspase-3. hit rate 0.11% among 330,000. recombinant procaspase-3 D3A, Ac-DEVD-pNA absorbance 405 nm. AID 463141. activation, % at 8.5 µM;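 active means activation above the mean of all tested compounds plus 3 SD, cut at about 21% in these data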;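 further: 0% = DMSO alone and 100% = DMSO wells spiked with extra 5 µM PC-3 D3A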
Target sequence (P42574 whole entry D9A/D28A/D175A): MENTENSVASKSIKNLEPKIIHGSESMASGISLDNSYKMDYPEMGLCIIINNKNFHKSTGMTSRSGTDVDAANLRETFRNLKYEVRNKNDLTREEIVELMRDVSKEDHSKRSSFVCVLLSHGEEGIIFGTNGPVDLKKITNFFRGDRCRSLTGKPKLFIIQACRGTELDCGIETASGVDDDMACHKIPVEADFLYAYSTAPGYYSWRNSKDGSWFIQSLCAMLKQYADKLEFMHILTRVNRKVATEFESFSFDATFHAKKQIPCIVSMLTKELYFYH
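Assay system – Procaspase-3 D3A mutant · Benchmarks – DMSO low control, extra-enzyme high control · Technique – 405 nm absorbance of p-nitroaniline, reads at 0 and 120 min · Doses – 8.5 µM nominal · Measure – % activation between DMSO and enzyme-spiked controls · Also added – Ac-DEVD-pNA chromogenic peptide substrate · Schedule – 1 h compound preincubation, 2 h substrate hydrolysis at 25 °C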
proCasp7 act = activates human procaspase-7, counter-screen for procaspase-3 activators. AID 463210. hit rate 0.093% among 330,000. recombinant procaspase-7, Ac-DEVD-pNA absorbance 405 nm; D23A/D198A/D206A triple mutant, cannot self-cleave; scale: DMSO 0, 5 µM enzyme 100. activation, % at 8.5 µM. P55210;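 active means percent activation above the screen-wide mean plus 3 SD, cut at about 25% in these data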
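signal = Epi-absorbance of released pNA at 405 nm, two timepoints | assay system = Uncleavable procaspase-7 mutant enzyme | reagent = Ac-DEVD-pNA substrate, 400 µM as added | times = 1 h enzyme–compound preincubation and 2 h substrate reaction, both 25 °C | benchmarks = low DMSO alone, high DMSO plus 5 µM PC-7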
AHR act = activators of human aryl hydrocarbon receptor | AHR-responsive luciferase reporter cells, luminescence | P35869 | hit rate 2.5% among 320,000 | activation, % at 5 µM; in the data active means activation above about 47%;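 further: 0% = vehicle wells and 100% = reference agonist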
GASC-1 inh = blocks human GASC-1 demethylase activity | GST-JMJD2C(1-420) H3K9me3 demethylation, DELFIA europium | inhibition, % at 2.35 µM | hit rate 0.069% among 330,000;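 active means more than half of a compound's replicate wells show inhibition beyond 50%, single wells judged on their own value; inconclusive means some, but no more than half, of replicates pass 50% inhibition; inactive means no replicate passes 50% inhibition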;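 further: signal counts dimethyl H3K9 product captured on neutravidin plate; 0% = median of DMSO wells and 100% = 0.3 times that DMSO median; strong numbers were not always called active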
Target sequence (Q9H3R0 1-420 limits assumed): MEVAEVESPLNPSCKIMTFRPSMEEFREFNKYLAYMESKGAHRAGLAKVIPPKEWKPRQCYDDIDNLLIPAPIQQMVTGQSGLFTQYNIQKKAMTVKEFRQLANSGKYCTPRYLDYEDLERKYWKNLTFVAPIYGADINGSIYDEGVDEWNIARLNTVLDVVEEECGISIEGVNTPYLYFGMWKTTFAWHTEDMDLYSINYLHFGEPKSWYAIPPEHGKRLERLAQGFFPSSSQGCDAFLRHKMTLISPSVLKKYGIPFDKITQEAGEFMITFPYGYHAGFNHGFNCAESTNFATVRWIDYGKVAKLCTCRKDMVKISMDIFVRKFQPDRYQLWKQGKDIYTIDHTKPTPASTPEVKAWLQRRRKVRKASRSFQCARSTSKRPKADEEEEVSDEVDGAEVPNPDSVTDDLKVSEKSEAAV
Numbers without * were called inactive; i = inactive; ? = inconclusive; / = no result given; & = joins results of further samples; [ ] = dose if it differs, or a comment.

SMILES | Yeast superoxide | LAP4-GFP MLPCN | MEP2-GFP yeast | RPL19A-GFP yeast | procasp3 activ | proCasp7 act | AHR act | GASC-1 inh
O=C(NCCCN=C1NS(=O)(=O)c2ccccc21)c1ccc(F)cc1 | 99 | 106 | 105 | 102 | 4 | 6 | 1 | 2
Cc1ccc(C)c(Cn2nc(-c3cc(C)ccc3C)ccc2=O)c1 | 101 | 106 | 117 | 101 | 12 | -4 | 6 | -21
CCC1CCCCN1S(=O)(=O)c1ccc(C(=O)Nc2nnc(C3=COCCO3)o2)cc1 (stereo not given) | 102 | 98 | 98 | 104 | 6 | 1 | 4 | -6
Clc1ncc(CN2CCN(c3ccccc3)CC2)s1 | 99 | 121 | 104 | 95 | 4 | 11 | -1 | 2
COc1ccc(NC(=O)/C(=C\c2ccco2)NC(=O)c2ccco2)cc1 | 107 | 100 | 103 | 106 | 8 | -4 | 9 | -2
Cc1ccc2c(c1)N(C(=O)CCC(=O)Nc1ccccc1Cl)CC(C)O2 (stereo not given) | 96 | 99 | 90 | 91 | -5 | 3 | 1 | 1
CC(NC(=O)C(=O)N/N=C/c1ccccc1)c1ccccc1 (stereo not given) | 93 | 102 | 97 | 103 | 3 | 1 | 6 | 2
Cc1ccc(-c2cnc(NC(=O)CCC(=O)N3CCCCC3)n2C)cc1 | 111 | 89 | 91 | 95 | 1 | -7 | 5 | -5
O=C(NCC(=O)N1CCC(Cc2ccccc2)CC1)c1ccc(Cl)cc1 | 125 | 103 | 99 | 101 | 3 | -7 | -2 | 2
Cc1cc(C)cc(NC(=S)NCc2cccnc2)c1 | 102 | 100 | 110 | 98 | -4 | 4 | 14 | 0
CC(C)c1ccc(NC(=O)C2C3C=CC4(O3)C2C(=O)N(CCN2CCOCC2)C4C(=O)NC2CCCCC2)cc1 (stereo not given) | 99 | 97 | 87 | 101 | 5 | -4 | 0 | 1
CCc1cc(SC#N)cc(C)c1N | 93 | 103 | 104 | 119 | -6 | -8 | 5 | 12

The closing 5 entries of the part before are carried over, then new ones follow:
SMILES | Yeast superoxide | LAP4-GFP MLPCN | MEP2-GFP yeast | RPL19A-GFP yeast | procasp3 activ | proCasp7 act | AHR act | GASC-1 inh
Cc1ccc(-c2cnc(NC(=O)CCC(=O)N3CCCCC3)n2C)cc1 | 111 | 89 | 91 | 95 | 1 | -7 | 5 | -5
O=C(NCC(=O)N1CCC(Cc2ccccc2)CC1)c1ccc(Cl)cc1 | 125 | 103 | 99 | 101 | 3 | -7 | -2 | 2
Cc1cc(C)cc(NC(=S)NCc2cccnc2)c1 | 102 | 100 | 110 | 98 | -4 | 4 | 14 | 0
CC(C)c1ccc(NC(=O)C2C3C=CC4(O3)C2C(=O)N(CCN2CCOCC2)C4C(=O)NC2CCCCC2)cc1 (stereo not given) | 99 | 97 | 87 | 101 | 5 | -4 | 0 | 1
CCc1cc(SC#N)cc(C)c1N | 93 | 103 | 104 | 119 | -6 | -8 | 5 | 12
Cc1ccc(S(=O)(=O)CCC(=O)N2CCN(c3ccccc3O)CC2)cc1 | 93 | 99 | 101 | 98 | 2 | 1 | -2 | -3
Cc1ccc(NCN2C(=O)c3ccccc3C2=O)c(C)c1 | 112 | 91 | 93 | 98 | -3 | -1 | 7 | -11
O=c1c2ccccc2c(-c2ccc(Br)cc2)nn1Cc1ccccc1 | 99 | 97 | 133 | 72 | -4 | 7 | 3 | 0
Cc1cc(C)cc(CSCC(=O)NN=C2CCCCCC2)c1 | 98 | 102 | 103 | 100 | 3 | -5 | 1 | -6
CN(C)C(=O)N1CCCC(C(=O)NCc2cccs2)C1 (stereo not given) | 86 | 99 | 110 | 100 | -6 | 1 | 0 | -2
O=C(Nc1ccccc1-c1ccccc1)c1cccc([N+](=O)[O-])c1 | 107 | 98 | 101 | 99 | 2 | 0 | 56* | 7
CC(C)c1ccc(NC(=O)[C@H](NC(=O)[C@@H]2Cc3ccccc3CN2)c2ccccc2)cc1 | 85 | 92 | 102 | 96 | -10 | -1 | 9 | -8
N#Cc1cc(-c2ccccc2)nnc1Sc1ccccc1 | 133 | 92 | 103 | 97 | 2 | 4 | 1 | 102*
O=c1[nH]c(-[n+]2ccc3ccccc3c2)c(/C=N/N=C(\[O-])c2ccccc2)s1 | 82 | 93 | 104 | 102 | -10 | -9 | 84* | 6
COC(=O)c1cc(C#N)c(OC)nc1C | 100 | 95 | 103 | 92 | -3 | -2 | 0 | 40
COc1ccc(C2C(C#N)=C(C)NC(C)=C2C(=O)OC(C)C)c(OC)c1 (stereo not given) | 124 | 107 | 94 | 98 | -2 | -3 | 5 | 3
CCNS(=O)(=O)c1ccc(CCC(=O)N2CCOCC2)cc1 | 92 | 104 | 126 | 104 | 0 | 14 | -1 | -9

The closing 2 compounds of the section before lead into the next:
SMILES | Yeast superoxide | LAP4-GFP MLPCN | MEP2-GFP yeast | RPL19A-GFP yeast | procasp3 activ | proCasp7 act | AHR act | GASC-1 inh
COc1ccc(C2C(C#N)=C(C)NC(C)=C2C(=O)OC(C)C)c(OC)c1 (stereo not given) | 124 | 107 | 94 | 98 | -2 | -3 | 5 | 3
CCNS(=O)(=O)c1ccc(CCC(=O)N2CCOCC2)cc1 | 92 | 104 | 126 | 104 | 0 | 14 | -1 | -9
Cc1ccc(NC(=O)COc2coc(CN3CCc4ccccc4C3)cc2=O)c(C)c1 | 104 | 119 | 100 | 102 | 13 | 1 | 0 | 5
CC(C)c1ccc(C(=O)Nc2cccnc2)cc1 | 91 | 96 | 108 | 104 | -3 | 10 | 2 | -32
Cc1ccc(NC(=O)/C=C/c2cccc([N+](=O)[O-])c2)nc1 | 106 | 88 | 98 | 105 | -5 | 19 | 1 | ?
CC(=O)c1ccc(NC(=S)NCCCN2CCOCC2)cc1 | 100 | 100 | 97 | 91 | 4 | -8 | 0 | 8
O=S(Cc1ccc(Cl)cc1)CC(O)(c1ccccc1)c1ccccc1 (stereo not given) | 98 | 102 | 104 | 105 | -3 | 5 | -2 | -8
Cc1cccc(-n2c(O)c(/C=N/NC(=O)c3ccccc3Cl)c3ccccc3c2=O)n1 | 117 | 100 | 96 | 106 | -7 | -6 | 7 | 5
O=C(CO/N=C1\CCCc2nonc21)Nc1ccccc1Cl | 91 | 78[may fluoresce red] | 89[may fluoresce red] | ? | 4 | -7 | 10 | -4
CC1Cc2ccccc2N1C(=O)CNCCCN(C)C (stereo not given) | 94 | 93 | 101 | 99 | -2 | 9 | 2 | -5
N#Cc1c(NC(=O)CSc2ccccn2)oc(-c2ccccc2)c1-c1ccccc1 | 85 | 90 | 102 | 95 | -4 | -7 | 6 | 8
COc1ccccc1NC(=O)COC(=O)c1c(C)nn(-c2ccccc2)c1C | 108 | 104 | 109 | 102 | -1 | -3 | -1 | 6
Cc1c(C)c(C)c(S(=O)(=O)N2CCC3(CC2)OCCO3)c(C)c1C | 98 | 91 | 96 | 97 | -12 | 3 | 8 | -3
Cc1c(C(=O)Nc2cccc([N+](=O)[O-])c2)cnn1-c1ccccc1 | 103 | 98 | 100 | 101 | 5 | 4 | -5 | 8
CSCCC(NC(=O)c1ccc(Cl)cc1Cl)C(=O)OCC(N)=O (stereo not given) | 114 | 102 | 96 | 98 | -3 | 4 | 2 | -6
O=[N+]([O-])c1ccc(NCc2ccncc2)cc1 | 114 | 85 | 77 | 90 | -18 | -3 | 0 | -9
CCn1nc(NC(=O)C2CCCO2)c2cc3cccc(C)c3nc21 (stereo not given) | 101 | 108 | 98 | 93 | -2 | 5 | 15 | 31
COc1ccc(-c2nn(-c3ccccc3)cc2C(=O)Nc2nccs2)cc1 | 98 | 113 | 102 | 105 | 4 | 14 | 0 | 6
Cc1csc(NC(=O)CSc2nsc(SCC(=O)Nc3nc(C)cs3)c2C#N)n1 | 109 | 98 | 106 | 102 | -12 | -14 | 25 | 11&3
O=C(CSc1nc2ccsc2c(=O)n1CC1CCC(C(=O)O)CC1)c1ccc(Cl)cc1 (stereo not given) | 95 | 111 | 101 | 96 | -1 | 7 | -1 | 8
CCOc1ccc(CCNC(=O)c2cc3c(C)nccc3[nH]c2=O)cc1OCC | 105 | 101 | 100 | 99 | 2 | 3 | 3 | 7
CCN(CC)C(=O)CSc1nnc(-c2ccc(S(=O)(=O)N3CCCC3)cc2)o1 | 80 | 104 | 106 | 102 | 10 | 0 | 0 | -2
Cc1ccccc1OCC(=O)Nc1ccccc1N1CCOCC1 | 104 | 97 | 102 | 101 | 1 | 4 | 3 | 7
O=C(CN1C(=O)c2ccccc2C1=O)Nc1ccc(N2CCOCC2)cc1 | 114 | 100 | 101 | 103 | 4 | -10 | 1 | 0
CCOC(=O)C(=O)/C(C#N)=C/Nc1ccc(F)cc1 | 97 | 95 | 113 | / | 2 | -8 | 3 | -1
C=CCOc1ccc(/C=C/C(=O)OCC(=O)NCCC2=CCCCC2)cc1 | 106 | 93 | 104 | 96 | 4 | 14 | 2 | 4
COc1ccc(C(=O)NC2CCN(Cc3c(F)cccc3Cl)CC2)cc1OC | 120 | 106 | 98 | 96 | -8 | 4 | 1 | -1
O=C(NCCCN1CCOCC1)c1cc2c(s1)CCC2 | i | 96 | 103 | 98 | -8 | 6 | 2 | 9
CC1CCN(S(=O)(=O)c2ccc3c(c2)N(CC(=O)NCCCN2CCCC(C)C2)C(=O)CO3)CC1 (stereo not given) | 110 | 107 | 94 | 97 | 1 | 3 | 1 | -16

Screening results (PubChem BioAssay)
